core106 dimerization: blockers of core106 self-association – biochemical, TR-FRET, triplicate, confirmation (AID 2152); TR-FRET GST-/Flag-core106 dimerization, HTRF; stronger effect = higher value; inhibition, % at 5 µM; 2,300 compounds, 1% hits;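 active = mean inhibition over three replicate wells above the hit threshold derived in the earlier primary screen, cut at about 45% in these data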;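 note: 0% = DMSO wells and 100% = unlabelled core106 competitor control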
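Test system: GST- and Flag-tagged HCV core106 peptides, dimerization via antibody TR-FRET | Medium: HEPES/KF buffer, pH 7.45 | Also added: Eu(K)-anti-GST plus XL665-anti-FLAG antibodies | Times: 4 h incubation, 22.5 °C | Signal: TR-FRET, excitation 340 nm, emission 671 and 617 nm | Evaluation: Percent inhibition from emission ratio | Replication: Triplicate wells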
Numbers without * were called inactive. Only part of the results is shown; the hit share may differ from the screen's.

core106 dimerization | mol
-1 | O=C(/C=C\c1ccco1)c1ccc(NC(=O)c2ccco2)cc1
1 | O=C1c2ccccc2C(=O)C12OC(c1ccccc1)C1(C(=O)c3ccccc3C1=O)C2c1ccc([N+](=O)[O-])cc1 (stereo not drawn)
-1 | COc1ccccc1NCC(=O)N/N=C(\C)c1ccc(Br)s1
2 | CCOc1ccccc1C(=O)Nc1ccc2nc(N3CCN(c4ncccn4)CC3)cc(C)c2c1
5 | COc1ccc(CCNC(=O)c2cc(-c3ccco3)nc3ccccc23)cc1
16 | O=C(COc1ccc([N+](=O)[O-])cc1)Nc1nnc(-c2cccnc2)s1
2 | N=c1c(S(=O)(=O)c2ccccc2)cc2c(=O)n3ccccc3nc2n1Cc1ccco1
-10 | Cc1cc(C(=O)CSc2nnc(-c3ccc(OC(F)F)cc3)o2)c(C)n1Cc1cccs1
-7 | Cc1ccc(NC(=O)/C(=C\C=C\c2ccccc2)NC(=O)c2ccccc2)cc1
-7 | Cc1ccccc1NC(=O)c1sc2nc3c(c(-c4ccco4)c2c1N)CCC3
1 | CCOc1ccccc1-n1c(SCC(=O)Nc2ccc(CC)cc2)nc2n[nH]c(C)c2c1=N
-3 | CC(=O)c1cccc(NC(=O)c2cc(-c3ccco3)nc3ccccc23)c1
-5 | C=CCN=C1NN=C(c2cc(C)n(CC=C)c2C)CS1
10 | CCCC1=NN2C(=N)/C(=C\c3ccc(SCc4ccco4)o3)C(=O)N=C2S1
11 | COc1ccc(CC(=O)Nc2ccc(-c3nnc(-c4ccccc4)o3)cc2)cc1
-6 | Cc1ccc(N2CC(C(=O)Nc3nnc(SCCC4OCCO4)s3)CC2=O)cc1C (stereo not drawn)
-8 | Nc1ccc2nc(-c3ccccc3)c(-c3ccccc3)nc2c1
-10 | CNc1sc(C(=O)c2cccs2)c(N)c1-c1nc2ccccc2s1
-9 | O=C1[C@H]2[C@@H](c3ccc(F)cc3)N3C(=O)N(c4ccc(Br)cc4)C(=O)[C@@]3(Cc3ccccc3)[C@H]2C(=O)N1C1CCCCC1
8 | CCC(C)Sc1nc2c(c(=O)[nH]1)C(c1cccs1)C1=C(CCCC1=O)N2 (stereo not drawn)
0 | CCN1CC2([N+](=O)[O-])C=CC(=O)C([N+](=O)[O-])(C1)C2CC(=O)c1ccccc1 (stereo not drawn)
-6 | Cc1ccc(N(CC(=O)N/N=C/c2ccc(OC3CSC3)cc2)S(=O)(=O)c2ccccc2)c(C)c1
7 | Cc1ccc(-n2c(SCC(=O)NCc3ccco3)nc3c(sc4ccccc43)c2=O)cc1
2 | Cc1sc2nc(SCC(=O)N(C)Cc3ccccc3)n(-c3ccccc3)c(=O)c2c1C
-4 | CC(=O)c1ccc(NC(=O)/C(=C\c2ccccc2)NC(=O)/C=C/c2ccccc2)cc1
-6 | CC(C)n1cc(/C=C2/NC(=O)N(c3cccc(Cl)c3)C2=O)c2ccccc21
-12 | O=C1OC(c2ccccc2)=N/C1=C\C=C\c1ccccc1[N+](=O)[O-]
33 | Cc1sccc1C1C(C#N)=C(N)SC(N)=C1C#N
-5 | O=C(CSc1ccc(Cl)cc1)NC(=O)NCc1ccco1
-2 | Cc1cc(C(=O)COC(=O)c2ccc3c(c2)NC(=O)CS3)c(C)n1CCc1ccc(Cl)cc1
-3 | COc1ccc(CCNC(=O)c2ccc3c(=O)n(Cc4ccco4)c(=S)[nH]c3c2)cc1OC
8 | Cc1cc(C2=NNC(=NC3CCCCC3)SC2)c(C)n1-c1c(C)n(C)n(-c2ccccc2)c1=O
-2 | CC(/C=N/NC(=O)c1cc(-c2ccccc2)nc2ccccc12)=C\c1ccco1
-5 | COc1cccc(NC(=O)C(OC(=O)c2ccccc2NS(=O)(=O)c2cccs2)c2ccccc2)c1 (stereo not drawn)
32 | Nc1ccc2nc3c(=O)[nH]c(=S)[nH]c3nc2c1
7 | CC(C)[C@H](NC(=O)Cc1ccccc1)C(=O)OCc1cc(=O)n2c(n1)sc1ccccc12
4 | COc1ccc(N2CCN(C(=O)CSc3nc4cc(OC)c(OC)cc4cc3C#N)CC2)cc1
-2 | CC(C)CC(OC(=O)c1cccs1)C(=O)NCc1ccco1 (stereo not drawn)
21 | Cc1oc(-c2ccc(F)cc2)cc1-c1nn2c(-c3ccoc3C)nnc2s1
-11 | COc1ccc(-n2cccc2/C=C2\C(=N)N3N=C(c4ccco4)SC3=NC2=O)cc1
-4 | Cc1cc(C(=O)CSc2nc3ccccc3c(=O)[nH]2)c(C)n1C
-3 | CCN1C=C(Cc2cccs2)C2=C(C1)C(c1cccs1)C(C#N)=C(N)O2 (stereo not drawn)
5 | C=CCn1c(COc2ccc(CC)cc2)nnc1SC/C(O)=C(\C#N)c1nc2ccccc2[nH]1
-5 | COc1ccc(OC)c(NC(=O)CSc2ccc(-c3ccco3)nn2)c1
7 | CN=C1NN=C(c2cc(C)n(-c3ccc(Cl)cc3)c2C)CS1
2 | COc1ccc(/C=N/NC(=O)c2nn(-c3ccc(C)c(C)c3)c(=O)c3ccccc23)cc1
-4 | CCOC(=O)C(Cc1ccc(NC(=O)/C(=C\c2ccccc2)NC(=O)c2ccccc2)cc1)N1C(=O)c2ccccc2C1=O (stereo not drawn)
-5 | O=C(Cc1nc(-c2ccc(Br)s2)cs1)NCCN1CCOCC1
4 | Cc1ccccc1N1CC(C(=O)Nc2nnc(SCCC3OCCO3)s2)CC1=O (stereo not drawn)
13 | CCc1ccc(C2C(C#N)=C(N)SC(N)=C2C#N)s1
-1 | O=C(COC(=O)c1ccncc1)Nc1cccc(Cl)c1
-4 | Cc1onc(C(=O)N2CCN(C(c3ccccc3)c3ccccc3)CC2)c1[N+](=O)[O-]
-14 | C=C(C)C(=O)Nc1cccc(C2=NOC3(C2)C[C@@H](C(N)=O)N(C(=O)[C@H]2CCC(=O)N2)C3)c1 (stereo partly drawn)
3 | CCOc1ccc(-n2cc(C(=O)Nc3cccc(Cl)c3)c3cc(OC)c(OC)cc3c2=O)cc1
8 | COc1ccccc1/C=c1\sc2nc(-c3ccco3)nn2c1=O
1 | Cc1cccc(C(=O)c2c(N)sc3c2CCCC3)c1
-2 | Cc1cc(C)c2[nH]c(=O)c(C(c3nnnn3Cc3ccc4c(c3)OCO4)N3CCCC3)cc2c1 (stereo not drawn)
3 | O=c1c2c3nc4ccccc4nc3n(/N=C/c3ccco3)c2ncn1CCC1=CCCCC1
-5 | Cc1cc(/C=C2\C(=N)N3N=C(CC(=O)N4CCOCC4)SC3=NC2=O)c(C)n1-c1ccccc1
-1 | O=C(COc1ccccc1/C=C\c1[nH]c(=O)[nH]c(=O)c1[N+](=O)[O-])Nc1ccccc1

Later entries
core106 dimerization | mol
8 | O=C(OCc1cc(=O)n2c(n1)sc1ccccc12)c1ccc(O)cc1
-1 | O=C(c1ccc(F)cc1)c1cn(Cc2ccc(F)cc2)c2cc3c(cc2c1=O)OCCO3
2 | O=c1cc(CN2CCc3ccccc32)nc2sccn12
-1 | O=c1c2ccccc2nc2sc3ccccc3n12
2 | O=C(Nc1ccccc1N1CCN(C(=O)c2ccc(Cl)cc2)CC1)c1cc2ccccc2o1
7 | Cc1cc(C)c2sc(NNC(=O)c3ccc(S(=O)(=O)N4CCc5ccccc5C4)cc3)nc2c1
8 | Cc1cccc(N2CC(C(=O)Nc3nnc(SCC(=O)NCC4CCCO4)s3)CC2=O)c1 (stereo not drawn)
-8 | Cc1cc(/C=C\c2ccc3cc(N(C)C)ccc3[n+]2C)c(C)n1-c1ccccc1
-1 | CC(Sc1nnc(C(C)N(C)C)n1-c1ccc(Cl)cc1)C(=O)Nc1ccc2c(c1)OCO2 (stereo not drawn)
7 | Cc1nn(CC(=O)Nc2ccc3c(c2)oc2ccccc23)c(=O)c2ccccc12
12 | CNC(=O)COC(=O)c1cc(-c2ccco2)nc2ccccc12
44 | COc1ccc(NC(=O)c2cc(-c3ccco3)nc3ccccc23)cc1S(=O)(=O)N1CCOCC1
7 | CC1CC1C(=O)Nc1nc(-c2cccs2)c(-c2cccs2)s1 (stereo not drawn)
1 | O=C(CSc1nnc(SCc2ccccc2)s1)N/N=C/C=C\c1ccco1
7 | CCCCNC(=O)COC(=O)c1c2c(nc3ccccc13)CCC2

Some of these compounds in order of molecular weight, descending:
core106 dimerization | mol
44 | COc1ccc(NC(=O)c2cc(-c3ccco3)nc3ccccc23)cc1S(=O)(=O)N1CCOCC1
7 | Cc1cc(C)c2sc(NNC(=O)c3ccc(S(=O)(=O)N4CCc5ccccc5C4)cc3)nc2c1
-5 | Cc1cc(/C=C2\C(=N)N3N=C(CC(=O)N4CCOCC4)SC3=NC2=O)c(C)n1-c1ccccc1
8 | Cc1cccc(N2CC(C(=O)Nc3nnc(SCC(=O)NCC4CCCO4)s3)CC2=O)c1 (stereo not drawn)
-1 | CC(Sc1nnc(C(C)N(C)C)n1-c1ccc(Cl)cc1)C(=O)Nc1ccc2c(c1)OCO2 (stereo not drawn)
2 | O=C(Nc1ccccc1N1CCN(C(=O)c2ccc(Cl)cc2)CC1)c1cc2ccccc2o1
-2 | Cc1cc(C)c2[nH]c(=O)c(C(c3nnnn3Cc3ccc4c(c3)OCO4)N3CCCC3)cc2c1 (stereo not drawn)
-14 | C=C(C)C(=O)Nc1cccc(C2=NOC3(C2)C[C@@H](C(N)=O)N(C(=O)[C@H]2CCC(=O)N2)C3)c1 (stereo partly drawn)
3 | O=c1c2c3nc4ccccc4nc3n(/N=C/c3ccco3)c2ncn1CCC1=CCCCC1
-1 | O=C(c1ccc(F)cc1)c1cn(Cc2ccc(F)cc2)c2cc3c(cc2c1=O)OCCO3
1 | O=C(CSc1nnc(SCc2ccccc2)s1)N/N=C/C=C\c1ccco1
-1 | O=C(COc1ccccc1/C=C\c1[nH]c(=O)[nH]c(=O)c1[N+](=O)[O-])Nc1ccccc1
-4 | Cc1onc(C(=O)N2CCN(C(c3ccccc3)c3ccccc3)CC2)c1[N+](=O)[O-]
-8 | Cc1cc(/C=C\c2ccc3cc(N(C)C)ccc3[n+]2C)c(C)n1-c1ccccc1
8 | O=C(OCc1cc(=O)n2c(n1)sc1ccccc12)c1ccc(O)cc1
7 | CC1CC1C(=O)Nc1nc(-c2cccs2)c(-c2cccs2)s1 (stereo not drawn)
7 | CCCCNC(=O)COC(=O)c1c2c(nc3ccccc13)CCC2
8 | COc1ccccc1/C=c1\sc2nc(-c3ccco3)nn2c1=O
12 | CNC(=O)COC(=O)c1cc(-c2ccco2)nc2ccccc12
2 | O=c1cc(CN2CCc3ccccc32)nc2sccn12
1 | Cc1cccc(C(=O)c2c(N)sc3c2CCCC3)c1
-1 | O=c1c2ccccc2nc2sc3ccccc3n12

(listing goes on)
core106 dimerization | mol
36 | O=C(N=Nc1c(O)[nH]c2ccc([N+](=O)[O-])cc12)c1cc(-c2ccccc2Cl)nc2ccccc12
1 | O=C1/C(=C/C=C/c2ccco2)SC(=S)N1NS(=O)(=O)c1ccccc1
-2 | CCOC(=O)C1=C(CSc2nc(-c3ccccc3)ccc2C#N)OC(N)=C(C#N)C1c1ccc(OC)cc1 (stereo not drawn)
1 | O=C1CCC/C(=N/Nc2ccc(Cl)cc2)C1
17 | O=C(Nc1cccc(NC(=O)c2ccc(-c3ccc(Br)cc3)o2)c1)c1ccco1
1 | COc1ccc(CCn2c(C)cc(C(=O)COC(=O)c3ccc(NC(=O)CC#N)cc3)c2C)cc1
6 | CC(=O)NS(=O)(=O)c1ccc(NC(=O)c2cc(-c3ccc(C)c(C)c3)nc3ccccc23)cc1
18 | O=C(Cn1c(=O)n(Cc2ccco2)c(=O)c2c3c(sc21)CCCCC3)Nc1ccccc1
1 | O=C(Nc1ccccc1)c1ccc(Nc2c([N+](=O)[O-])cc([N+](=O)[O-])c3ccccc23)cc1
-12 | N#Cc1c(Sc2ncc(C(F)(F)F)cc2Cl)nsc1C/C=N\OCc1ccccc1Br
-4 | CCCCn1c(/C=C/c2ccco2)nc2ccccc21
2 | CC1(C)C(=O)Nc2ccccc2N1C(=O)COC(=O)C12CC3CC(CC(O)(C3)C1)C2
1 | O=C(CN(c1ccc2c(c1)OCCO2)S(=O)(=O)c1ccccc1)Nc1ccc2c(c1)OCO2
-2 | CCc1nnc(NC(=O)C2Cc3ccccc3CN2S(=O)(=O)c2ccc(C)cc2)s1 (stereo not drawn)
5 | Cc1ccc(Cn2c(C(C)Nc3nc(-c4ccc(Cl)c([N+](=O)[O-])c4)cs3)nc3cc(C(F)(F)F)ccc32)cc1 (stereo not drawn)
-3 | CC(=O)c1cccc(NC(=O)C(OC(=O)c2ccccc2NS(=O)(=O)c2cccs2)c2ccccc2)c1 (stereo not drawn)
11 | Cc1c(NC(=O)COC(=O)c2cc(-c3ccc(-c4ccccc4)cc3)nc3ccccc23)c(=O)n(-c2ccccc2)n1C

Gathered by group: those above containing a CF3 group
core106 dimerization | mol
-12 | N#Cc1c(Sc2ncc(C(F)(F)F)cc2Cl)nsc1C/C=N\OCc1ccccc1Br
5 | Cc1ccc(Cn2c(C(C)Nc3nc(-c4ccc(Cl)c([N+](=O)[O-])c4)cs3)nc3cc(C(F)(F)F)ccc32)cc1 (stereo not drawn)

Screening results as filed in PubChem BioAssay.
